Screening data deposited in PubChem by Southern Research Specialized Biocontainment Screening Center.
H37Rv inhibition – M. tuberculosis growth inhibition, HTS (AID 449762) | 0.59% of 330,000 active | M. tuberculosis H37Rv growth inhibition, 7H9 media; higher % means a stronger effect | inhibition, % at 25 µM; hits with a dose series show IC50 in µM; in the data active = a potency from the dose series; inconclusive = inhibition above about 70% without an active follow-up result;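 also: bacterial growth assessed after seven days of incubation; strong numbers were not always called active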
PhoP GFP inhibition – Inhibition of PhoP regulon, Salmonella typhi GFP reporter cells, confirmation, 4 h (AID 1850) | Salmonella Typhi PhoP-promoter GFP reporter, fluorescence, 4 h; higher % means a stronger effect | one-dose inhibition, % at 50 µM; IC50 in µM for titrated hits | 0.33% of 310,000 active; in the data active = a potency from the dose series; inconclusive = inhibition mostly from about 25% at the one dose, without a potency; inactive = the rest, 99 in 100 with inhibition below about 19%;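 also: 0% = induced wells with vehicle and 100% = uninduced wells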
M. tuberculosis – growth inhibition of non-replicating M. tuberculosis (AID 488890) | Mycobacterium tuberculosis non-replicating, growth inhibition; higher % means a stronger effect | one-dose inhibition, % at 25 µM; IC50 in µM for titrated hits | 0.39% of 320,000 active; in the data active = a potency from the dose series; inconclusive = inhibition mostly from about 82% at the one dose, without a potency; inactive = the rest, 99 in 100 with inhibition below about 76%;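 also: plate controls were DMSO cells for no effect and high antibiotic wells for full effect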
VEEV TC-83 Vero – inhibitors of VEEV TC-83 cytopathic effect, confirmation, Vero cells (AID 588727); Vero cells, VEEV TC-83 cytopathic effect inhibition; higher % means a stronger effect; inhibition, % at 20 µM, or IC50 in µM where a hit was titrated; 0.13% of 350,000 active; in the data active = a potency from the dose series; inconclusive = inhibition mostly from about 14% at the one dose, without a potency; inactive = the rest, 99 in 100 with inhibition below about 12%; also: strong numbers were not always called active
H1N1 NS1A inhibition – H1N1 influenza NS1A inhibitors, functional cell based assay (AID 504329); NS1A functional cell-based assay, percent inhibition; higher % means a stronger effect; inhibition, % at 12.5 µM; hits with a dose series show IC50 in µM; 0.3% of 340,000 active; in the data active = a potency from the dose series; inconclusive = inhibition above about 27% without an active follow-up result; also: strong numbers were not always called active
Numbers without * were called inactive; i = inactive; ? = inconclusive; . = no result given.

SMILES	H37Rv inhibition	PhoP GFP inhibition	M. tuberculosis	VEEV TC-83 Vero	H1N1 NS1A inhibition
COc1ccc(/C=N/N2C(C)CCCC2C)cc1O (centres undefined)	2.6%	0.7%	2.9%	1.7%	2.8%
C/C=C\C=C/C(=O)Nc1cccc(C2=NOC3(C2)C[C@@H](C(N)=O)N(C(=O)c2ccc(Cl)cc2)C3)c1 (some centres undefined)	10.3%	-6.0%	16.0%	1.3%	4.1%
Cc1ccc(C)c(NC(=O)CN(C)C(=O)c2ccccc2OCc2c(C)noc2C)c1	0.2%	.	-13.1%	2.6%	-4.4%
O=C(Cn1c(=S)[nH]c2ccccc2c1=O)N1CCN(c2ccccc2)CC1	-1.8%	7.3%	-0.1%	i	-4.2%
O=S(=O)(c1ccccc1F)N1CCCc2ccccc21	-1.5%	-0.6%	71.5%	i	-6.8%
Cc1ccc(NC(=O)c2c(C)noc2C)cc1S(=O)(=O)N1CCOCC1	-4.9%	.	5.5%	0.6%	-22.9%
O=C(CN1C(=O)/C(=C/c2ccc(F)cc2)SC1=S)NC1CCS(=O)(=O)C1 (centres undefined)	0.9%	-15.0%	-2.8%	i	-3.1%
CCCCN1CCc2c([nH]c3ccccc23)C1=O	-2.5%	-2.4%	26.1%	8.5%	-4.6%
COc1ccc(-c2csc(NC(=O)c3cc(=O)c4ccccc4o3)n2)cc1OC	9.9%	5.0%	-4.7%	8.7%	-6.0%
C=C(C)C1CC=C(CN2CCC(C(=O)OCC)CC2)CC1 (centres undefined)	-5.0%	-7.0%	-1.5%	i	-11.3%
COc1cc(C2C(C#N)=C(N)OC3=C2C(=O)CCC3)c([N+](=O)[O-])cc1OC (centres undefined)	0.9%	-6.0%	5.0%	1.3%	9.8%
O=C(c1ccc(F)cc1F)N1CCN(c2ccccn2)CC1	-2.3%	11.5%	-4.6%	i	-1.0%
CN(C)C(=O)CSC1c2ccccc2C(=O)N1c1ccccc1 (centres undefined)	-11.6%	-11.1%	-2.7%	1.3%	-1.4%
Cc1cccc(S(=O)(=O)C(C#N)c2nc3ccccc3nc2N2CCOCC2)c1 (centres undefined)	-6.1%	-24.3%	18.3%	1.8%	0.9%
Cc1nn(-c2ccccc2)c(Cl)c1/C=C1\SC(=S)NC1=O	7.9%	-9.4%	?	0.9%	6.4%
COc1cc(C2c3c(oc4ccccc4c3=O)C(=O)N2CCN2CCOCC2)cc(OC)c1OC (centres undefined)	-4.0%	-13.4%	-3.2%	0.9%	-1.2%
C=CCn1c(SC(C)C(=O)NC2CC2)nnc1-c1ccoc1C (centres undefined)	-7.4%	7.0%	1.9%	i	-3.7%
COc1ccc(N2CCN(C(=O)c3cccc(NS(=O)(=O)c4cccc(F)c4)c3)CC2)cc1	.	.	.	3.9%	16.3%
Cc1ccc(NC(=O)Cn2nc(C(=O)O)c3ccccc3c2=O)cc1S(=O)(=O)N1CCOCC1	2.8%	.	10.6%	0.8%	1.7%
CCn1c(=N)n(CC(O)COc2ccc(C)cc2)c2ccccc21 (centres undefined)	0.9%	14.8%	24.5%	3.9%	0.0%
CCN(CC)CCNC(=O)c1cc2c(=O)n(CC)c3ccccc3c2s1	12.1%	7.6%	19.9%	8.5%	-16.3%
CCOCCCN(C(=O)c1snc(C(N)=O)c1N)C(C(=O)NCCC(C)C)c1ccc(F)cc1 (centres undefined)	-2.0%	-5.4%	19.9%	0.4%	2.5%
Cc1ccnc(NS(=O)(=O)c2ccc(NC(=O)C3CCCCC3)cc2)n1	5.6%	7.5%	-1.5%	0.8%	0.3%
CCCN1CCN(C(=O)c2cc3c(s2)-c2ccccc2OC3)CC1	2.2%	-6.3%	-0.4%	2.2%	8.7%
O=C(Nc1cccc(Cl)c1)Nc1ccc(Br)cc1F	-4.2%	-5.9%	26.7%	i	22.2%
CCCOc1ccc(-c2nnn(CC(=O)N3CCCCC3)n2)cc1	1.5%	14.4%	7.8%	i	-2.4%
COc1ccc(C(=O)Nc2scc(-c3ccc(Cl)cc3Cl)c2C(N)=O)cc1	-8.3%	-7.6%	.	3.8%	2.3%
O=C(CN1CCOCC1)Nc1cccc(C(=O)Nc2cccc(C(F)(F)F)c2)c1	3.6%	-5.0%	19.7%	7.5%	10.1%
Cc1nc2ccccc2c(=O)n1-c1ccc(-c2ccccc2)cc1	50.4%	-4.0%	35.9%	1.2%	17.3%
CCCC(C)c1nnc(NC(=O)CCS(=O)(=O)c2ccccc2)s1 (centres undefined)	?	8.2%	?	2.5%	-0.8%
COc1ccc2oc(=O)c(C(=O)N3c4ccccc4CC3C)cc2c1 (centres undefined)	-8.0%	-5.4%	9.2%	0.8%	3.2%
CC(C)CCOc1ccc(NC(=O)C2OC3OC(C)(C)OC3C3OC(C)(C)OC23)cc1 (centres undefined)	-1.2%	-3.0%	-2.4%	i	4.6%
O=C(CN(C(=O)CCC(=O)Nc1nccs1)c1ccc(F)cc1)NCc1ccccc1	-3.5%	11.0%	-8.9%	i	6.9%
O=C(Cc1ccccc1F)OCC(=O)N1CCc2ccccc21	1.6%	-5.3%	74.9%	0.8%	-9.1%
Cc1ccc(C(=O)NCCc2c[nH]c3ccccc23)c(C)c1	8.9%	-5.5%	8.9%	0.6%	0.0%
Cc1ccccc1C(=O)Nc1ccc(N(C)C)c2ccccc12	16.6µM*	-1.9%	31.4%	0.7%	1.9%
O=C1CC2C(=O)NCCN2C(=NC(=O)c2ccccc2)N1 (centres undefined)	-12.8%	3.8%	-4.7%	0.9%	8.4%
COc1ccccc1N1CCN(CC(=O)Nc2ccc(S(=O)(=O)N3CCCCCC3)cc2)CC1	-5.5%	.	21.3%	6.9%	-18.5%
CCCN(C(=O)CN1C(=O)NC2(CCCCCC2)C1=O)C1CCS(=O)(=O)C1 (centres undefined)	-3.0%	-17.0%	-14.0%	1.8%	-0.2%
CC(C)c1ccc(-c2noc(C3CCCN(C(=O)c4ccc(F)cc4F)C3)n2)cc1 (centres undefined)	32.3%	-2.0%	72.5%	3.4%	1.4%
Cc1ccc(SCCCCN2CCNCC2)cc1	1.1%	6.9%	11.4%	0.3%	2.6%
CCOC(=O)c1ccc2c(c1)sc(=NC(=O)c1ccco1)n2CCOC	-6.0%	3.1%	-17.5%	i	-5.2%
CCN=C1Sc2nc3ccc(OCC)cc3cc2CN1CCOC	-1.6%	-5.8%	32.8%	3.0%	-5.3%
CC(NC(=O)CSc1n[nH]c(N)n1)c1ccccc1 (centres undefined)	-6.4%	8.2%	-6.5%	i	8.3%
COCCCNCC(=O)Nc1sc(C)c(C)c1C(=O)OC	7.8%	4.7%	?	1.4%	-5.9%
CCN(CC)CCCNc1ccc(-c2nnc(-c3ccc(OCC(C)C)cc3)o2)cn1	7.4%	-0.1%	?	i	7.8%
Cc1ccccc1OC(C)C(=O)N1CCN(c2ccccn2)CC1 (centres undefined)	-5.5%	-5.8%	-10.5%	4.9%	-4.0%
O=S(=O)(c1ccccc1)c1ccccc1/C=N\O	-8.3%	-4.7%	17.5%	i	-26.2%
Cc1ccc(NC(=O)CC2SC(=O)NC2=O)cc1 (centres undefined)	-13.1%	-7.7%	-3.0%	0.7%	-5.4%
Oc1[nH]c2ccccc2c1C=NCC1CCCO1 (centres undefined)	9.1%	-6.6%	4.3%	1.1%	4.2%
O=C1C(=O)c2cccc3cccc1c23	3.3%	-2.1%	75.1%	1.5%	0.9%
O=S(=O)(c1ccc(-c2ccon2)s1)N1CCN(c2ccncc2)CC1	3.3%	22.0%	19.9%	.	.
COc1cc(NC(=O)c2cnn3c(C)cc(C)nc23)c(OC)cc1Cl	.	-9.0%	.	6.0%	1.5%
Cc1ccc(C)c(NC(=O)[C@@H]2CCCN2S(=O)(=O)c2ccccc2F)c1	2.3%	.	-13.1%	2.6%	-8.0%
CN(C)/C=C1\C=C2C(=O)c3ccccc3N2C1=O	-5.2%	-316.8%	-10.6%	3.5%	0.9%
CCOC(=O)c1ccc(NC(=O)CCc2ccc(CC)o2)cc1	?	5.8%	?	i	6.7%
N#CC(=C1Nc2ccccc2N1)S(=O)(=O)c1ccccc1	1.4%	0.1%	-0.9%	2.3%	1.6%
O=C(COC(=O)CSc1ccc(F)cc1)NC1CCCCCC1	5.0%	.	37.5%	0.9%	-9.6%
O=c1cc(C(F)(F)F)nc(-c2ccccc2)[nH]1	-7.0%	-2.7%	-3.4%	0.6%	5.5%
CC(C)COc1ccc(S(=O)(=O)n2cc(F)c(=O)[nH]c2=O)cc1	6.3%	-7.9%	?	3.8%	1.8%
Later entries.
SMILES	H37Rv inhibition	PhoP GFP inhibition	M. tuberculosis	VEEV TC-83 Vero	H1N1 NS1A inhibition
COc1ccc(-c2nc(-c3ccccn3)ncc2S(C)(=O)=O)cc1	-1.3%	-8.2%	64.4%	0.3%	11.4%
C[C@H](CO)N1C[C@H](C)[C@@H](CN(C)C(=O)Nc2ccc3c(c2)OCO3)Oc2c(NC(=O)Cc3ccccc3)cccc2C1=O	-3.5%	.	8.8%	1.1%	1.8%
COC(=O)c1ccc(S(=O)(=O)N2CCCCC2)o1	-9.6%	-14.7%	-12.7%	i	9.0%
COc1ccccc1NS(=O)(=O)c1cccc(NC(=O)c2ccc3ccccc3n2)c1	3.8%	-1.0%	10.3%	6.8%	-7.4%
CCC1(C)NC(=O)N(CC(=O)N2N=C(c3ccccc3)CC2c2ccc(OC)cc2)C1=O (centres undefined)	6.5%	0.7%	13.3%	i	15.8%
COC(=O)CN1C(=S)N(c2ccc(OC)cc2)C(=O)/C1=C/c1ccc(N2CCOCC2)cc1	6.5%	-21.3%	16.9%	0.1%	19.2%
CSCCC(NC(=O)c1ccccc1Cl)C(=O)Nc1ccc(C)c(S(=O)(=O)N2CCOCC2)c1 (centres undefined)	-1.9%	3.1%	4.3%	5.4%	-0.8%
Oc1ccc2ccccc2c1CN1CCOCC1	3.8%	2.5%	75.3%	1.7%	-5.0%
CCOC(=O)c1ccc(-n2c(CN3CCOCC3)nc3ccc([N+](=O)[O-])cc3c2=O)cc1	0.8%	12.6%	-4.4%	i	19.3%
O=C(Nc1nnc(SCc2ccccc2Cl)s1)C1COc2ccccc2O1 (centres undefined)	7.5%	4.0%	19.5%	2.7%	5.4%
COC(=O)c1cn(C(=O)c2cccc(Br)c2)c2ccccc12	4.2%	7.5%	-0.6%	i	-2.6%
O=C(COc1ccccc1Cl)Nc1nc(-c2cccs2)cs1	3.5%	2.9%	22.2%	2.6%	-14.7%
O=C1NC(c2cc(Cl)cc([N+](=O)[O-])c2O)Nc2ccccc21 (centres undefined)	-3.3%	19.2%	?	4.7%	1.2%
COCCNC(=O)c1c[nH]c2ccc(OC)cc2c1=O	-6.8%	-6.7%	-21.1%	4.5%	0.4%
COc1ccc(C(C)(C)C)cc1NC(=O)c1cccc(S(=O)(=O)N2CCN(C(C)=O)CC2)c1	6.4%	2.0%	-5.4%	1.9%	-7.4%
Cc1cc(C)c(C(=O)N2CCCC(CNC(=O)C3(c4ccc(Cl)cc4)CC3)C2)c(=O)[nH]1 (centres undefined)	-1.3%	-6.7%	4.5%	0.7%	-4.6%
